hcDAF-12 act – activates DAF-12 receptor from parasite H. contortus | AID 652067 | activation, % at 6.8 µM | HEK293 hcDAF-12 lit1-tk-luc reporter, luminescence; 0% DMSO, 100% Δ7-dafachronic acid | 370,000 tested, 1.4% active;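 active means activation above the mean of all tested compounds plus 3 SD, cut at about 5.5% in these data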;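 further: 100% = response to 3 µM Δ7-dafachronic acid high control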
ADAM17 inh – inhibits human ADAM17; recombinant ADAM17, EDANS/DABCYL FRET peptide cleavage; inhibition, % at 6.95 µM; 370,000 tested, 0.83% active;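 active means inhibition above the mean of compounds lying between control limits plus 3 SD, set per campaign, cut at about 8.5% in these data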;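 further: 0% = DMSO-only wells as the low control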
DAX1 inh-1 – blocks DAX1 repression of SF-1 activated StAR promoter; HEK293T StAR-luciferase reporter, SF-1/DAX-1 repression relief; inhibition, % at 6.8 µM; 370,000 tested, 1.1% active; AID 652010;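 active means inhibition above the mean over all tested compounds plus 3 SD, cut at about 3.6% in these data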;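 further: 0% = DAX-1 cells with DMSO and 100% = cells lacking DAX-1 with DMSO; higher inhibition means more luminescence from relief of DAX-1 repression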
sPLA2-III inh – Inhibits HGIII-sPLA2 liposome hydrolysis, primary screen. Q9NZ20. inhibition, % at 12.2 µM. QFRET BODIPY PC-A2 liposome hydrolysis, fluorescence. 370,000 tested, 0.56% active. AID 743126;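 active means inhibition above mean plus 3 SD of compounds lying within the high and low control bounds, cut at about 19% in these data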;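 further: 0% = median of test compound wells and 100% = no enzyme DMSO wells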
Target sequence (Q9NZ20 whole entry, looked up): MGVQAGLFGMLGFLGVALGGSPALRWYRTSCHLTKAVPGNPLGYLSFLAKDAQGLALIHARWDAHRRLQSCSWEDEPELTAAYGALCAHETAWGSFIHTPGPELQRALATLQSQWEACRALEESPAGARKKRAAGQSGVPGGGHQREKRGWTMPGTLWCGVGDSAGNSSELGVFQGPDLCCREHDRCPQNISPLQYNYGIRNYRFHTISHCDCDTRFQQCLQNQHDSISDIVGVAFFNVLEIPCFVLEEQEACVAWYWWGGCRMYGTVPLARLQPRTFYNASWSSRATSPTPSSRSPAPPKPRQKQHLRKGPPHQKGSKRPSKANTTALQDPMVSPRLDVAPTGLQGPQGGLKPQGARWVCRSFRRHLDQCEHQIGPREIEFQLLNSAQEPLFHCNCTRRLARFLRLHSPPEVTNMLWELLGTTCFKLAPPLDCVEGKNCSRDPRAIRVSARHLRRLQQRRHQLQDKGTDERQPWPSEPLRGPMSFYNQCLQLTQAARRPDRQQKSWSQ
DAX1 inh-2 – inhibitors of human orphan nuclear receptor DAX1 (NR0B1). P51843. HEK293 Gal4-DAX1 luciferase reporter, luminescence. inhibition, % at 6.75 µM. 340,000 tested, 0.99% active. AID 504766;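 active means inhibition above the mean over all tested compounds plus 3 SD, cut at about 4.2% in these data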;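 further: 0% = DAX1-transfected cells with DMSO and 100% = empty-vector control cells with DMSO; inhibition shows as a rise in luminescence from relieved DAX1 repression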
Target sequence (P51843 207-470 limits assumed): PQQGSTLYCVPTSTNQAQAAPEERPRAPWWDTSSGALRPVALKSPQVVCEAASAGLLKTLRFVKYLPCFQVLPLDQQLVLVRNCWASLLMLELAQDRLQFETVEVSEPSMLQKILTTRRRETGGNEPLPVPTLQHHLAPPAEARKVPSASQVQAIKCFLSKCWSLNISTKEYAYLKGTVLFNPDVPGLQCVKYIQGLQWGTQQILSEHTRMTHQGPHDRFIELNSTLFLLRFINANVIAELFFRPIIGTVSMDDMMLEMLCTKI
FXN GAA850 act – frataxin GAA850 promoter activation; HEK293 lucGAA850 FXN promoter luciferase reporter, 24 h; percent of 10 µM SAHA response; 360,000 tested, 0.56% active; activation, % at 6 µM;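 active means activation above the average of all compounds screened plus 3 SD, cutoff fixed separately per campaign, cut at about 7.5% in these data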;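 further: 0% = DMSO wells and 100% = 10 µM SAHA wells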
ssDAF12 agonist – activators of S. stercoralis DAF-12 nuclear receptor; activation, % at 6.8 µM; HEK293 ssDAF-12/GRIP1 lit1-tk-luc reporter, luminescence; % of 3 µM dafachronic acid response; 370,000 tested, 1% active; AID 652126;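 active means activation above the mean over all tested compounds plus 3 SD, cut at about 0.9% in these data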;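 further: 0% = DMSO-only wells and 100% = 3 µM delta7-dafachronic acid wells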
PLC-beta3 inh – inhibitors of human phospholipase C beta3 | Q01970 | Purified PLC-beta3, fluorogenic substrate, fluorescence | inhibition, % at 12.2 µM | 370,000 tested, 0.18% active | AID 720704; in the data active means inhibition above about 11%;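 further: 0% = median of compound wells on plate and 100% = full blocker control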
PLCg1 inh – blocks human PLC-gamma1 enzyme activity. P19174. purified PLC-gamma1, fluorogenic substrate, fluorescence. inhibition, % at 12.2 µM. 370,000 tested, 0.84% active. AID 720700; in the data active means inhibition above about 9.5%
ADAM10 inh – inhibitors of human ADAM10. O14672. recombinant ADAM10, EDANS/DABCYL FRET peptide cleavage, 3 h. inhibition, % at 7 µM. 370,000 tested, 0.62% active. AID 720582;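 active means inhibition above a per-campaign cutoff equal to the mean of compounds falling between control-based bounds plus 3 SD, cut at about 20% in these data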;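 further: 0% = DMSO wells while the 100% control is not disclosed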
hgDAF-12 ag – activates the H. glycines DAF-12 receptor ligand-binding domain | AID 687014 | 370,000 tested, 1.8% active | HEK293 GAL4-hgDAF12 UAS-luciferase reporter, agonist luminescence; normalized to butyrate control | activation, % at 6.8 µM;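 active means activation above a cutoff set at the mean of all screened compounds plus 3 SD, cut at about 10% in these data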;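 further: 0% = DMSO wells and 100% = sodium butyrate wells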
An asterisk follows results filed as active; i = inactive; . = no result given. The order is random; overall some 6.9% were active at least once.

SMILES	hcDAF-12 act	ADAM17 inh	DAX1 inh-1	sPLA2-III inh	DAX1 inh-2	FXN GAA850 act	ssDAF12 agonist	PLC-beta3 inh	PLCg1 inh	ADAM10 inh	hgDAF-12 ag
CC(Cc1ccccc1)N1C(=O)c2cccc([N+](=O)[O-])c2C1=O (configuration not stated)	-0.7	-1	-0.1	-4	0.7	-1.5	-1.1	-6	0	6	-2.7
COc1cc(-n2nnnc2SC)c(OC)cc1Cl	-0.8	-4	-0.4	7	0.9	3.0	-1.7	0	5	-7	-4.5
O=C(CNC(=O)c1ccc(-c2ccccc2)cc1)OCc1ccc(Br)cc1	1.6	-1	0.3	-11	-0.5	3.1	-0.4	4	1	1	13*
CCOC(=O)CSc1nc2cc(OCC)ccc2cc1C#N	1.9	-39	2.3	-2	1.4	7.4	-0.2	-95	-70	-104	11*
CN1CCN(C(=O)Nc2cccc(-c3ccccc3)c2)CC1	0.1	-5	-0.4	9	-0.7	0.7	-1.5	-7	-2	-1	-0.3
CCCc1nnc(SCC(=O)Nc2ccc(Cl)cc2Cl)o1	1.7	-1	-0.6	-7	0.2	-1.5	-0.5	-2	1	5	2.8
CCN(CC)CCNC(=O)c1ccc(NC(=O)c2cccc(S(=O)(=O)Nc3ccc(C)cc3)c2)cc1	-2.9	3	0.7	-20	-0.4	-0.7	-1.8	-2	5	2	-4.6
Cc1nc(Nc2c(Cl)cccc2Cl)sc1C(=O)Nc1ccccc1	-1.0	8	-0.1	-1	-1.7	1.4	-0.7	7	9.6*	17	-0.4
CC(NC(=O)Cn1nc(C(=O)O)c2ccccc2c1=O)C12CC3CC(CC(C3)C1)C2 (configuration not stated)	-1.4	2	0.3	5	-0.4	4.3	-0.4	2	0	5	-0.9
Cc1sc2nc(CN3CCOCC3)nc(N3CCOCC3)c2c1C	0.8	-3	0.5	2	0.9	-1.7	-1.2	1	2	-1	-0.4
CCOCCC(=O)Nc1ccc2c(c1)c(=O)n(C)n2Cc1cccc(C(F)(F)F)c1	0.2	-419	0.2	2	.	-0.5	-1.9	-302	-249	i	-3.3
O=C(CSc1nnc(-c2ccc(S(=O)(=O)N3CCCC3)cc2)o1)NCc1ccccc1	0.6	0	-0.8	0	3.8	1.5	-1.5	-1	0	1	-0.3
Cc1ccc(OCCSc2ncccn2)c(C)c1	4.1	-3	8.2*	6	5.1*	3.8	0.3	-8	1	-7	23*
CC(C)Cn1cnc2c(=O)oc3ccccc3c21	-0.9	-2	-0.4	3	0.1	6.8	-0.5	0	1	1	-2.8
CC(C)N=C1SCC(C)(/C=N/O)S1 (configuration not stated)	-1.0	0	-0.7	4	-0.4	-2.5	-1.2	1	0	8	0.4
Cn1c(Cc2ccccc2)nnc1SCc1cc(=O)n2ccsc2n1	-0.1	-9	-1.3	1	0.2	-0.8	-0.7	-9	-6	-25	0.6
O=C(CSc1ccccc1)N1CCN(S(=O)(=O)c2cccs2)CC1	0.5	0	0.5	-6	1.1	-0.1	-1.2	0	1	-13	-1.8
CC(C)(CO)CNC(=O)CCc1nnc(C2(c3ccc(Cl)cc3)CCC2)o1	0.4	3	-0.6	-1	0.6	1.2	-1.3	-1	5	6	-0.7
COc1cc2c(cc1NC(=O)C(C)NCc1ccccc1)oc1ccccc12 (configuration not stated)	2.8	1	-0.1	-6	0.5	5.2	-0.6	1	0	3	3.5
Cc1ccc(OCc2cc(C(=O)NCC3COCCO3)no2)cc1C (configuration not stated)	1.3	4	1.6	1	0.6	-1.2	-0.1	-11	1	-5	5.6
Cc1nc2cc(NC(=O)N3c4ccccc4CC3C)ccc2o1 (configuration not stated)	6.0*	1	5.2*	-9	2.1	0.0	1.2*	-2	-5	2	6.2
Cc1cc(=O)[nH]c(SCC(=O)NCC2CCCCC2)c1C#N	-1.3	1	0.5	2	1.0	1.5	-1.1	1	0	8	-0.8
CCn1cc(S(=O)(=O)N2CCN(c3ccc(Cl)cc3)CC2)cn1	-1.9	-2	-2.0	5	0.1	-0.5	-1.0	-8	-3	-8	-2.6
Cc1ccc(S(=O)(=O)N2CCN(C(=O)C3=COCCO3)CC2)cc1C	-1.8	-9	-1.1	5	1.5	0.5	-0.8	2	-4	6	4.3
COc1ccc2nc3cc(Cl)ccc3c(Nc3ccc(O)c(CN4CCN(C)CC4)c3)c2c1	1.1	-111	1.8	0	4.3*	1.9	-1.0	-377	-310	-483	5.1
(further entries)
SMILES	hcDAF-12 act	ADAM17 inh	DAX1 inh-1	sPLA2-III inh	DAX1 inh-2	FXN GAA850 act	ssDAF12 agonist	PLC-beta3 inh	PLCg1 inh	ADAM10 inh	hgDAF-12 ag
CCOC(=O)C1CCCN(C(=O)c2cc(S(=O)(=O)N3CCCCCC3)ccc2OC)C1 (configuration not stated)	-2.5	-6	-0.4	7	1.4	-0.6	-1.1	-7	3	-14	1.3
COc1cccc(NC(=O)COC(=O)c2cccnc2)c1	0.8	1	0.0	-2	0.5	2.9	-0.6	0	-2	2	-0.4
COc1cccc(OCC(=O)N(C)Cc2nc(-c3ccccc3)no2)c1	3.7	-1	0.7	-2	1.6	0.8	-0.4	-11	-5	2	1.8
O=C(C1=C(O)C(=O)N(c2ccccc2)C1c1ccc([N+](=O)[O-])cc1)c1cccs1 (configuration not stated)	1.0	0	-1.2	0	0.3	1.6	-1.4	-15	-5	14	-1.0
CCOc1ccc(CCNC(=O)COC(=O)/C=C/c2ccc(OC(F)F)c(OC)c2)cc1OCC	-0.2	-2	-3.6	4	0.0	0.0	-0.6	-6	2	-16	2.0
COCCn1c(SCC(=O)NCc2ccccc2)nc2ccccc21	-2.5	1	-0.2	2	-0.4	1.5	-1.0	-8	1	-6	-1.5
COn1c(SC2CCCCC2)nc2ccccc2c1=O	-1.5	-2	-0.8	-1	0.3	1.8	-1.1	0	0	-4	-1.2
CC1=NOC(=O)/C1=C\c1ccc(-c2ccc(Cl)c(C(=O)O)c2)o1	-0.6	-18	0.3	-3	1.2	0.6	-1.3	-7	-5	-51	-1.0
O=C(O)c1ccc2c(c1)C(=O)N(Cc1ccccc1)C2=O	-0.1	-1	-0.7	-1	-0.5	0.6	-1.2	1	3	8	1.1
Cc1[nH]nc2c1C1(CCC(c3ccccc3)CC1)C(C#N)=C(N)O2 (configuration not stated)	-0.5	-3	0.0	-7	-1.3	-4.1	-0.9	0	-2	-5	-0.6
Cc1ccc(S(=O)(=O)c2n[nH]n3c2nc(=O)c2ccccc23)cc1	0.5	-6	0.5	-3	-1.6	-0.3	-1.3	-2	-5	-15	-0.5
O=[N+]([O-])c1cc(S(=O)(=O)NCCN2CCOCC2)ccc1Sc1nnnn1-c1ccccc1	-2.8	0	0.7	-10	-2.7	-9.8	-1.5	4	5	1	-5.2
COCCNC(=O)c1cccc2c(-c3ccnn3C)coc12	0.0	0	-0.8	0	.	1.3	-1.1	3	3	-3	2.7
C=CCNC(=O)c1ccccc1NC(=O)c1ccccc1	-1.4	-1	-0.7	-6	0.9	-1.6	-1.3	0	0	4	-1.0
CCCN1CCN(C(=O)Nc2ccc(C(=O)OCC)cc2)CC1	1.2	0	0.5	-5	4.1	0.3	-1.5	-1	0	0	3.4
CCCCc1c(-c2cccc(F)c2)ncn1CCc1ccccc1OC	-2.3	5	-1.9	-16	.	.	-1.8	4	0	9	-2.2
COc1ccccc1OCCNC(=O)c1cccc(S(=O)(=O)NCc2ccccc2)c1	-1.6	4	-0.1	-22	1.4	-0.8	-1.3	-1	7	1	-3.4
CS(=O)(=O)Cc1cc(Sc2ccccc2)nc(-c2ccncc2)n1	-2.6	1	0.5	-9	0.0	5.1	-1.3	4	-1	2	-4.9
Cc1ccc(S(=O)(=O)N(C)c2cc(S(N)(=O)=O)c(C)cc2C)cc1	-0.4	-3	-0.4	1	0.9	-2.2	-1.5	1	1	-8	-3.4
O=C1NC(Cc2ccc(O)cc2)c2nc3cc(F)ccc3c(=O)n2-c2ncccc21 (configuration not stated)	0.0	-2	0.7	0	-1.5	-1.2	-0.6	5	-1	-13	1.1
COc1ccc(C(=O)NCc2cc(C(C)C)no2)cc1OC1CCN(C(C)C)CC1	-2.9	-2	-0.1	6	0.0	1.5	-1.1	-11	0	-1	0.7
CCOC(=O)C1=C(C)N=c2sc(=Cc3cc(Cl)c(OCC(=O)O)c(OC)c3)c(=O)n2C1c1ccccc1Cl (configuration not stated)	-1.9	-4	1.7	-5	.	1.7	-1.6	-13	-11	-7	1.3
CC1CCc2cc(F)cc3c(=O)c(C(=O)O)cn1c23 (configuration not stated)	0.0	-4	1.5	16	0.1	1.6	-1.5	-6	-4	-13	4.9
C(=N\N(c1ccccc1)c1ccccc1)/c1ccc(N2CCOCC2)s1	1.7	-4	-0.5	17	-0.2	2.2	-0.9	-71	-51	-9	1.6
CSc1n[nH]c(NC(C)=O)n1	-1.9	-5	-0.1	7	1.1	0.8	-1.5	0	0	8	-1.3
The results go on.
SMILES	hcDAF-12 act	ADAM17 inh	DAX1 inh-1	sPLA2-III inh	DAX1 inh-2	FXN GAA850 act	ssDAF12 agonist	PLC-beta3 inh	PLCg1 inh	ADAM10 inh	hgDAF-12 ag
CC1(C)C(=O)Nc2ccccc2N1C(=O)Cn1ncc(Cl)c(Cl)c1=O	0.7	-4	-0.2	2	2.3	7.2	-1.2	2	1	-3	-2.1
CCOC(=O)C1=CN(Cc2ccccc2)CCC1=O	0.9	5	1.3	10	-0.5	0.6	-1.8	7	7	1	-2.1
COc1ccc(CC(CC(=O)O)C(=O)Nc2ccc(Cl)c(Cl)c2)cc1 (configuration not stated)	-0.4	-3	0.8	-3	2.6	-2.4	-1.6	-3	5	-4	0.1
CCCn1c(SCC(=O)N2CCCc3ccccc32)nnc1-c1ccccn1	-1.7	-4	-0.1	5	-0.9	0.5	-1.3	4	12*	-4	-1.1
CC(C)OCCCNC(=O)C(=O)N/N=C/c1ccc(OCc2ccccc2)cc1	-0.6	-6	-0.1	11	.	1.0	-1.2	-1	0	-1	-0.5
Cc1ccsc1/C=C1/NC(=O)N(Cc2ccc(F)cc2)C1=O	-0.8	1	0.0	-9	-1.0	-0.5	-0.8	-4	-1	2	-1.5
Cc1ccc(NC(=O)CSc2nnc(-c3ccccc3C)o2)cc1C	-0.6	0	0.7	-7	-0.4	1.3	-1.0	4	3	10	0.9
CCOc1ccccc1C1C(C(N)=O)=C(C)Nc2nc(-c3cccc(C)c3)nn21 (configuration not stated)	-1.0	-14	-0.1	-4	1.2	0.7	-1.2	-14	-10	-25	-0.9
C=Cc1cnc([N+](=O)[O-])n1C	-0.3	0	1.2	-2	0.3	0.8	-1.0	8	9	-11	-1.6
Cc1cn([C@H](C(=O)NCCCCCCCCCCC(=O)N2CCN(C(=O)OC(C)(C)C)CC2)[C@@H](C)O)nn1	-2.8	-6	-1.3	-6	-2.0	0.5	-1.8	1	-1	2	-3.4
FC(F)(F)c1nnc2ccc(NCc3ccccc3)nn12	-0.8	2	0.2	0	-1.0	3.8	-0.9	-2	5	-3	-1.3
COc1ccccc1CC(=O)NCCN1C(=O)C2C3C=CC(C3)C2C1=O (configuration not stated)	-2.8	-3	0.5	12	.	.	-1.2	-2	1	-5	2.2
